KDM5B inh – blocks human KDM5B histone demethylase activity. KDM5B demethylase, FDH-coupled NADH fluorescence (FDH is formaldehyde dehydrogenase). Potency, µM (highest dose often 57.7 µM), without a hit: at the highest dose activity change, negative = inhibition, most hits filed as inhibitors. 220,000 compounds, 2.6% hits. AID 1347165; active = well fitted inhibition curve with a large enough effect; inconclusive = small, poorly fitted or top-dose-only effect; inactive = no such curve, though single readings can be large or run the other way; also: 0% is about no effect; nearly all actives have a fitted effect of over 70% in size
Target sequence (Q9UGL1 whole entry, looked up): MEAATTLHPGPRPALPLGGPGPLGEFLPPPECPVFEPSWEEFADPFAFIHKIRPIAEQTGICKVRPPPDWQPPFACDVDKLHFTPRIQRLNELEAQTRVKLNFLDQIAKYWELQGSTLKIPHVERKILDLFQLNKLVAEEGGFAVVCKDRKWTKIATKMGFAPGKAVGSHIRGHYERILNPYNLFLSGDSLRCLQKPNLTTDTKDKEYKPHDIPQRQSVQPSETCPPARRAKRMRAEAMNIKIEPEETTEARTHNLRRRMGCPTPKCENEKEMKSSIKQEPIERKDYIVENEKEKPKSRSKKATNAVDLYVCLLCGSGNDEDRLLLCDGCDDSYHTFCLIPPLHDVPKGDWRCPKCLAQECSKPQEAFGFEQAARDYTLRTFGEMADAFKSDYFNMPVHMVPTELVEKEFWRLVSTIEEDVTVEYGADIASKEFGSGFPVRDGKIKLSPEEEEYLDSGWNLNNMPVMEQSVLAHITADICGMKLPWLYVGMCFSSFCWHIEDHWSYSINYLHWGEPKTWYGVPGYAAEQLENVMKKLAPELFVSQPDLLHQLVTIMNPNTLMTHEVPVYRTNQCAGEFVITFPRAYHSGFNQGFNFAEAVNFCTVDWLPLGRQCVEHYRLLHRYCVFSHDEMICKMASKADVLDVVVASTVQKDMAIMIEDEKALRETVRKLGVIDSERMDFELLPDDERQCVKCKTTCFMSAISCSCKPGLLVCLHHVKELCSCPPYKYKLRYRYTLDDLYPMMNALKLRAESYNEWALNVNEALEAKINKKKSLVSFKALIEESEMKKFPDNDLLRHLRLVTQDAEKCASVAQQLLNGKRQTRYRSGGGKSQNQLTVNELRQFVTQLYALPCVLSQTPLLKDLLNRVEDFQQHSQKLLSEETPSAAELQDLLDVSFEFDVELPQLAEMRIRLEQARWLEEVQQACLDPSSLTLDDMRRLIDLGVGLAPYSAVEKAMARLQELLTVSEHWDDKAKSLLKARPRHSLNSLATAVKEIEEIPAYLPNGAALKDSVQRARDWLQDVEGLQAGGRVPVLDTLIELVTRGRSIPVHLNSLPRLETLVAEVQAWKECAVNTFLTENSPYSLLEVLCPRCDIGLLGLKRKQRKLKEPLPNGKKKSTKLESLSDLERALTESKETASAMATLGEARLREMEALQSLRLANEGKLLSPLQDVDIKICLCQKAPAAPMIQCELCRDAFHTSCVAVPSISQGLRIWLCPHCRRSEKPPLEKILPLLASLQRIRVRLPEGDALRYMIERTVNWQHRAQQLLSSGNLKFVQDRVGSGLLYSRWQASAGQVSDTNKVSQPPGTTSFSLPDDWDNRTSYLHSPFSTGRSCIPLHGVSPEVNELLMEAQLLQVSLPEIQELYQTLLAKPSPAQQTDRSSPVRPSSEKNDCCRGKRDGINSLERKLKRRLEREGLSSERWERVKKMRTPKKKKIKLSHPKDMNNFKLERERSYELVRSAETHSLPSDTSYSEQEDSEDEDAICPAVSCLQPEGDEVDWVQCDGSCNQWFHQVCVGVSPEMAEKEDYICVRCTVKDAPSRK
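Here, H3K4me3 peptide (12.5 µM in substrate mix) is demethylated by KDM5BΔAP, 200 nM final, after 10 min compound exposure. Formaldehyde product is coupled through FDH (0.25 U/mL in mix) to NADH fluorescence; 30-min ΔRFU feeds dose-response curves.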
* = called active by the depositor; ? = inconclusive; [ ] = remark or other dose. Potency is read from the fitted curve at half-maximal effect.

Compound	KDM5B inh
CCN(CC)c1ccc(NS(=O)(=O)c2ccc(C)c(C)c2)cc1	-10%
CCCCCCCCCOc1ccc(C(=O)O)cc1	30%[activator]
COCCNc1c(-c2noc(C)c2C(=O)Nc2ccc(OC)cc2)cnn1C	-3%[86.2 µM]
CCN(CC)C(=O)[C@@H]1CCCN1C1(C(=O)NC)COC1	24%[115 µM]
O=C(c1ccccc1)N1CCc2c(n(Cc3ccccc3)n(-c3ccccc3)c2=O)C1	8%[86.2 µM]
COc1ccc(-n2nc(C(=O)N3CCN(c4ccccc4OC)CC3)c3c4ccccc4n(C)c3c2=O)cc1	17%
COc1cc(C)cc2oc(=O)c(CC(=O)Nc3ccc(Cn4cncn4)cc3)c(C)c12	17%
CCC(NC(=O)OC)C12CC3CC(CC(C3)C1)C2 (stereo not drawn)	-8%
CCCCCC(=O)Nc1nc2c(s1)C[C@@H]1[C@](C)(CO)[C@H](O)CC[C@@]1(C)[C@@H]2CC(=O)N[C@@H](CO)CC(C)C	21%
CCc1ccc(NC(=O)c2ccc(F)c(S(=O)(=O)NC3CCCCCC3)c2)cc1	-20%
Cc1nnc(NC(=O)C2c3ccccc3C(=O)N(CC(C)C)C23CCCCC3)s1 (stereo not drawn)	17%
O=C(Nc1cccc(Cl)c1)C1=NO[C@@H]2CN(c3cccnc3)C[C@H]12	-4%[86.2 µM]
O=C(COc1ccccc1)Nc1nnc(S(=O)(=O)N2CCCCCC2)s1	-8%
Cc1cc(Cl)ccc1OCCN1CCN(CC2(O)CCCNC2)CC1 (stereo not drawn)	-11%
COc1ccccc1C1CCN(c2ccc(CO)cc2[N+](=O)[O-])CC1	-6%

Part of the list above, with each value named.
> CCCCCC(=O)Nc1nc2c(s1)C[C@@H]1[C@](C)(CO)[C@H](O)CC[C@@]1(C)[C@@H]2CC(=O)N[C@@H](CO)CC(C)C
- KDM5B inh: 21%

> CCc1ccc(NC(=O)c2ccc(F)c(S(=O)(=O)NC3CCCCCC3)c2)cc1
- KDM5B inh: -20%

Next part:
Compound	KDM5B inh
CN(Cc1ccc(OC(F)(F)F)cc1)C1CCCc2ccccc21 (stereo not drawn)	-3%[86.2 µM]
Cc1ccc(OCCSc2nc3ccccc3o2)cc1	19%
O=C(NCc1ccc(F)cc1)N1CCC(Oc2ncccc2C(=O)N2CCCCC2)C1 (stereo not drawn)	2%
Cc1nn(C)c(C)c1CCC(=O)NC1CCc2nnc(C3CC3)n2CC1 (stereo not drawn)	2%
Nc1cccnc1Oc1ccc(F)cc1F	5%
Cc1ccc(-c2cc(C(=O)OCC(=O)NCCc3ccccc3)c3ccccc3n2)o1	?
CN1c2cc(C(=O)NCc3ccccc3C(F)(F)F)ccc2C(=O)N2CCCCC21 (stereo not drawn)	?
CN1CC[C@H]2CN(C(=O)CCCCc3ccccc3)C[C@@]2(C(=O)O)C1	-8%
COc1ccc(C(=O)NCCC2CCN(C(=O)Nc3ccc(C)cc3)CC2)cc1OC	-14%
CCc1ccccc1Nc1nc(N)nc(CSc2nnc(C3CC3)n2C)n1	-3%
CCc1cnc(N2CCC(COc3ccc4c(cnn4CCC(=O)O)c3)CC2)nc1	40µM*
COc1ccccc1-c1nc(C(=O)NCc2ccc3c(c2)OCO3)n2ccncc12	32µM*
CNC(=O)[C@@H]1CN(C(=O)Cc2c(C)noc2C)C[C@H]1COC	-10%
CCN(CC)c1ccc(NC(=O)CN2CCN(S(=O)(=O)c3ccc(C(C)C)cc3)CC2)cc1	?
O=C(C[C@@H]1CCNC[C@@H]1Cc1cc(-c2ccc(F)cc2)on1)NCc1ccco1	?
CCc1ccc(-n2c(=O)c3c(C)c(C(=O)N(C)C)sc3n(Cc3cccc(C)c3)c2=O)cc1	3%
CC(C)Cn1c(=O)c2ccccc2n2c(CCC(=O)NCc3ccc(Cl)cc3)nnc12	?
CN1CCCC2(C1)CN(Cc1cccnc1)c1ccc(C(=O)Nc3ccccc3)cc12 (stereo not drawn)	?
CCC(Oc1ccccc1)C(=O)Nc1ccc(OCc2cc(=O)n3ccc(C)cc3n2)cc1 (stereo not drawn)	-5%
CCc1c(C)sc2c1CCN(Cc1ccc(C#N)cc1)C2c1ccccc1 (stereo not drawn)	?
COc1cccc(CN(C)C(=O)C23CC4CC(CC(NC(C)=O)(C4)C2)C3)c1OC	17%
COc1ccc(NC(=O)CCCCCNC(C)=O)c2cccnc12	18%
CC1(c2ccccc2)N(Cc2ccccc2F)C(=O)OC12CCN(C(=O)CN1CCOCC1)CC2 (stereo not drawn)	13%
CCN(CC1CCCN(CCc2cccc(OC)c2)C1)C(=O)CN1CCCC1=O (stereo not drawn)	-14%
Fc1ccc(C(NCCc2ccc(Cl)cc2)c2nnc(-c3ccccc3)o2)c(Cl)c1 (stereo not drawn)	17%
CN(C)C[C@@H]1CN(S(C)(=O)=O)C[C@H]1NC(=O)c1ccc2nc[nH]c2c1	-18%
COc1ccccc1-c1ccnc(N[C@H]2CO[C@H]3[C@@H]2OC[C@@H]3NC(=O)COc2ccccc2)n1	22µM*
Cc1nc2ccc(NS(=O)(=O)c3ccc(F)cc3F)cc2s1	31%
CCCN1C(=O)NC(Cc2nc(-c3cccnn3)no2)C1=O (stereo not drawn)	1%
O=C(Nc1ccnn1C1CCN(Cc2ccc(OC3CCCC3)cc2)CC1)C1CC1	2%
O=C(NCc1coc(-c2cccs2)n1)c1ccc(N2CCCC2)c([N+](=O)[O-])c1	-7%
CCCCCn1nc(C(=O)N(C)Cc2ccccc2Cl)c2ccccc2c1=O	-3%
Cc1ccc(SC(C)C(=O)Nc2ccc(C)cc2C)cc1 (stereo not drawn)	15%
Cc1ccc(NC(=O)N2CCc3c(c4ccccc4n3C)C2)cc1	22µM*
Cc1ccc(C(=O)Nc2ccccc2C(F)(F)F)c(Cl)c1	7%
COc1ccc(C(=O)N/C(=C\c2cn(S(=O)(=O)N(C)C)c3ccccc23)C(=O)NCCCn2ccnc2)cc1	5%
Cc1ccc(-n2nc3c(N4CCC(C(=O)N5CCCCC5)CC4)nnc(C)c3c2C)cc1	-28%
Cn1ncc(N2CCCC(CC(=O)NCc3cccs3)C2)cc1=O (stereo not drawn)	-17%
CC(=O)Oc1ccc(OC(C)=O)c2ccccc12	?
CCOc1ccc(CN(CC)Cc2cc(=O)oc3ccc(OC)cc23)cc1	-5%
CC(=O)Nc1ccc(Sc2ccnc3cc(Cl)ccc23)cc1	-23%
CS(=O)(=O)N1C[C@@H](COc2ccncc2)[C@H](c2ccccn2)C1	2%
Cn1ccnc1C(=O)N1CCCN(S(C)(=O)=O)C(c2ccccc2)CC(=O)NCC1 (stereo not drawn)	-12%
CS(=O)(=O)N(Cc1cccnc1)C1CN(C(=O)c2[nH]nc3c2CCc2ccccc2-3)C1	10%
COc1ccccc1N1CCN(CC[C@@H]2CC[C@H](O)[C@@H](C(=O)NC3CC3)O2)CC1	-13%[86.2 µM]
CCC(CC)C(=O)Nc1ccc(F)cc1	-6%
COC(=O)c1cc(S(=O)(=O)N2CCN(c3ccc(F)cc3)CC2)cn1C	10%
CC(C)Cn1c(N)c(C(=O)COC(=O)c2cc(S(=O)(=O)N3CCOCC3)ccc2Br)c(=O)n(C)c1=O	6%
CNC(=O)c1c(NC(=O)c2ccc(S(=O)(=O)N3CCCC(C)C3)cc2)sc2c1CCC2 (stereo not drawn)	?
CCC(=O)N1CCc2cc(Br)cc(S(=O)(=O)N3CCCC(C(=O)Nc4cccc(F)c4)C3)c21 (stereo not drawn)	-10%
Cc1ccccc1Nc1cc(C)c2ccccc2n1	-11%
CCCc1cc(C(=O)Nc2ccn(Cc3ccc(C)cc3)n2)no1	19%
O=C1CC2(CCN(Cc3ccc(C(F)(F)F)cc3)CC2)Oc2cc(Cl)ccc21	-8%
COc1ccc(S(=O)(=O)N2CCCN(CC(=O)Nc3ccc(NC(C)=O)cc3)CC2)cc1	-6%
CNCC(=O)N1CCC2(CC1)CN(CCOc1ccccc1)C(=O)O2	10%
Cc1cccc(-n2c(SCC(=O)Nc3ccc(C)c(C)c3)nc3n[nH]c(C)c3c2=N)c1	-26%
Cc1cccc(C(C)C)c1NC(=O)CSc1nnc(-c2cc(-c3ccccc3)n[nH]2)n1N	21%
COC(=O)c1ccc(Cn2c(SCC(=O)Nc3ccc(F)cc3)nc3ccccc32)cc1	-11%
CCOC(=O)c1cccc(NC(=O)N2CC[C@@H](CC(=O)Nc3nccs3)[C@@H](CC)C2)c1	-31%
CCCN(C(=O)c1cc2c(s1)-c1ccccc1OC2)c1ccc(C(C)C)cc1	?

KDM5B inh, what is marked active above.
Compound	KDM5B inh
CCc1cnc(N2CCC(COc3ccc4c(cnn4CCC(=O)O)c3)CC2)nc1	40µM*
COc1ccccc1-c1nc(C(=O)NCc2ccc3c(c2)OCO3)n2ccncc12	32µM*
COc1ccccc1-c1ccnc(N[C@H]2CO[C@H]3[C@@H]2OC[C@@H]3NC(=O)COc2ccccc2)n1	22µM*
Cc1ccc(NC(=O)N2CCc3c(c4ccccc4n3C)C2)cc1	22µM*

Carrying on.
Compound	KDM5B inh
COc1cccc(C(=O)Nc2c3c(nn2-c2ccc(Cl)cc2)CS(=O)(=O)C3)c1	-5%
CCOc1cc2[nH]c(=O)n(Cc3ccc(C(=O)N4CCN(c5ccccc5)CC4)cc3)c(=O)c2cc1OCC	?
Cc1ccc2c(CN(C)CCOc3ccccc3C)cc(=O)oc2c1	-27%
Cc1cccc(N2CCN(c3ccc(C(=O)O)cc3NC(=O)c3ccccc3F)CC2C)c1 (stereo not drawn)	?
O=C(OCC(=O)c1cccs1)c1ccc(C(=O)c2ccccc2)cc1	-14%
O=C(Cc1ccccc1F)NC1CCC(c2ccccc2)CC1 (stereo not drawn)	21%
O=C(Nc1ccncc1)c1ccc(-c2ccccc2)cc1	-2%
Fc1cccc(-c2noc(-c3nc(-c4ccncc4)no3)n2)c1	-7%
CCN(C(=O)Cn1nc2c3cc(F)ccc3n(Cc3cccc(C)c3)cc-2c1=O)c1cccc(C)c1	-17%
COc1ccc(Cc2nc3nccc(-c4ccc(OC)cc4)n3n2)cc1	14µM*
CCCCN(CC)CCCNC(=O)C1CCN(c2nc3ccc(CC)cc3s2)CC1	?
Cc1cc(C(=O)CSc2ccccc2Cl)c(C)[nH]1	-9%
O=[S+]([O-])(c1cccs1)N1CC(Oc2ccc(F)cc2F)C1	14%[149 µM]
Cc1nc(N2CCC(NC(=O)Cc3cccs3)CC2)cc(C(F)(F)F)n1	8%
CCCCCn1nc(C(=O)Nc2ccccc2CC)c2ccccc2c1=O	-9%
CC(CCc1ccco1)NC(=O)CCc1nnc2ccc(N3CCCC3)nn12 (stereo not drawn)	-10%
O=C(CCC1N=C2c3ccccc3N=C(SCc3ccccc3Cl)N2C1=O)NCCc1ccccc1 (stereo not drawn)	?
Cc1c(Cl)cccc1-n1ncc(C(=O)Nc2ccc(F)cc2F)c1C1CCN(C(=O)OC(C)(C)C)CC1	-9%
Cc1ccc(CN2C(=O)NC3(CCCN(C(=O)c4ccccc4F)C3)C2=O)cc1 (stereo not drawn)	32%
O=[S+]([O-])(c1ccc(Br)cc1)c1nnn2c1nc(N1CCOCC1)c1ccccc12	?
COC(=O)c1ccc(CNC(=O)c2cccc(NC(C)=O)c2)cc1	-1%
Cc1cc(C)cc(NC(=O)N2CCN(c3cc(-c4noc(C)n4)ccc3C)CC2)c1	-29%
O=C(Nc1ncc(Cc2cccc(C(F)(F)F)c2)s1)C1=Cc2ccccc2OC1	21%
C=CCn1c(N2CCC(C(N)=O)CC2)nc2c1c(=O)[nH]c(=O)n2C	15%
O=C(NCc1ccco1)C1CC(c2ccccc2)CN(C(=O)c2ccccc2F)C1 (stereo not drawn)	?
Nc1nc(Cl)cc(Nc2ccccc2Cl)n1	35%
Cc1nn2c3c(cnc2c1-c1ccc(F)cc1)C(=O)CC(c1ccccc1)C3 (stereo not drawn)	-10%
COc1cc2c(cc1OC)C1=CC3(C(=O)Nc4ccc(F)cc43)C(C#N)=C(N)N1CC2 (stereo not drawn)	?
COc1cc(CN(C(=O)c2cccc(C)c2)c2ccccn2)cc(OC)c1OC	15%
O=C(OCC(=O)c1cccs1)c1cccc(O)c1	19%
Cc1ccccc1-c1cc(=O)c2cc(NC(=O)c3ccc(F)cc3)ccc2o1	9%
Cc1ccc(CNC(=O)CSc2nc(=O)[nH]c3c2CCCC3)cc1	-2%
CCCc1ccc(-c2cc(C(=O)N3CCN(c4ccccn4)CC3)c3ccccc3n2)cc1	?
O=c1c(-c2ccc(Br)cc2)c(C(F)(F)F)oc2cc(O)ccc12	9%

Some of these compounds in order of the KDM5B inh value, smallest number first.
molecule | KDM5B inh
COc1ccc(Cc2nc3nccc(-c4ccc(OC)cc4)n3n2)cc1 | 14µM*
COc1ccccc1-c1ccnc(N[C@H]2CO[C@H]3[C@@H]2OC[C@@H]3NC(=O)COc2ccccc2)n1 | 22µM*
COc1ccccc1-c1nc(C(=O)NCc2ccc3c(c2)OCO3)n2ccncc12 | 32µM*
CCc1cnc(N2CCC(COc3ccc4c(cnn4CCC(=O)O)c3)CC2)nc1 | 40µM*

Not all compounds are listed; rates above refer to the full screens.
